Compound activity (PubChem BioAssay)
influenza NS1A: NS1A inhibition, H1N1 influenza, cell based functional assay (AID 504329). 340,000 compounds, 0.3% hits. NS1A functional cell-based assay, percent inhibition; higher % means a stronger effect. one-dose inhibition, % at 12.5 µM; IC50 in µM for titrated hits; in the data active = a potency from the dose series; inconclusive = inhibition above about 27% without an active follow-up result; also: strong numbers were not always called active
inhibitors of VEEV: inhibitors of VEEV TC-83 cytopathic effect, confirmation, Vero cells (AID 588727) | Vero cells, VEEV TC-83 cytopathic effect inhibition; higher % means a stronger effect | inhibition, % at 20 µM; hits with a dose series show IC50 in µM | 350,000 compounds, 0.13% hits; in the data active = a potency from the dose series; inconclusive = inhibition mostly from about 14% at the one dose, without a potency; inactive = the rest, 99 in 100 with inhibition below about 12%; also: strong numbers were not always called active
M. tuberculosis: growth inhibition of non-replicating M. tuberculosis (AID 488890); inhibition, % at 25 µM, or IC50 in µM where a hit was titrated; 320,000 compounds, 0.39% hits; Mycobacterium tuberculosis non-replicating, growth inhibition; higher % means a stronger effect; in the data active = a potency from the dose series; inconclusive = inhibition mostly from about 82% at the one dose, without a potency; inactive = the rest, 99 in 100 with inhibition below about 76%;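 also: plate controls were DMSO cells for no effect and high antibiotic wells for full effect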
M. tuberculosis HTS: M. tuberculosis growth inhibition, HTS (AID 449762); M. tuberculosis H37Rv growth inhibition, 7H9 media; higher % means a stronger effect; 330,000 compounds, 0.59% hits; one-dose inhibition, % at 25 µM; IC50 in µM for titrated hits; in the data active = a potency from the dose series; inconclusive = inhibition above about 70% without an active follow-up result;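 also: bacterial growth assessed after seven days of incubation; strong numbers were not always called active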
Salmonella PhoP GFP: PhoP regulon inhibitors, Salmonella typhi PhoP promoter GFP reporter, confirmatory (AID 1850); Salmonella Typhi PhoP-promoter GFP reporter, fluorescence, 4 h; higher % means a stronger effect; 310,000 compounds, 0.33% hits; one-dose inhibition, % at 50 µM; IC50 in µM for titrated hits; in the data active = a potency from the dose series; inconclusive = inhibition mostly from about 25% at the one dose, without a potency; inactive = the rest, 99 in 100 with inhibition below about 19%;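 also: 0% = induced wells with vehicle and 100% = uninduced wells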
inhibitors of VEEV 10K pilot screen: further read-out of inhibitors of VEEV, marked with its call; inhibition, %; measured here: 10K pilot screen inhibition
Starred values were filed as active, the others as inactive; i = inactive; u = inconclusive; x = no result given. An unsorted share of the library (roughly 1.5% active in at least one column).

SMILES	influenza NS1A	inhibitors of VEEV	M. tuberculosis	M. tuberculosis HTS	Salmonella PhoP GFP	others
Cc1cc(C)c2oc(=O)cc(CN3CCCCC3)c2c1	3%	0.2%	-20%	-2%	-5%
COc1ccc(C(=O)Nc2c(C)cc(C)cc2C)cc1OC	2%	0.2%	-8%	6%	-12%
Cc1ccc(C)c(NC(=O)CCC(=O)N2CCOc3ccccc32)c1	0%	8.6%	5%	-1%	5%
O=C(NCCOc1ccc2ccccc2c1)c1cncc(Br)c1	-10%	0.9%	-5%	-2%	-1%
Cc1ccc(OCCCC(=O)NNC(=O)c2ccncc2)cc1	-1%	i	66%	u	5%
CCN(CC)CC(C(=O)N(CC)CC)P(=O)(c1ccccc1)c1ccccc1 (stereo not given)	-19%	1.4%	-11%	-9%	10%
O=C(C[n+]1ccc(/C=C/c2ccccc2)cc1)c1ccc2c(c1)OCCO2	8%	i	u	u	22%
COc1cc(/C=N/Nc2ccc(Cl)nn2)cc(OC)c1O	4%	1.6%	-1%	-2%	-6%
CCOC(=O)C(=O)N(Nc1ccccc1C)c1ccccc1C	2%	i	7%	7%	-8%
Cc1nnc2sc(SCC(=O)Nc3ccc(Cl)cc3)nn2c1=O	9.8µM*	3.4%	-3%	-4%	-19%
Cc1ccc(Cn2c(C3CCCN3c3nc(C)cs3)nc3cc(C(=O)NCCCO)ccc32)cc1 (stereo not given)	-4%	0.3%	-10%	9%	0%
CCCCc1nc(Cl)c(C#N)c2c1CCC2	x	0.1%	-5%	2%	4%
CC(C)[C@H]1C=C(C(=O)O)O[C@@H](OCc2ccc(CO)cc2)C1	-1%	0.3%	0%	-7%	-4%
Cc1cc(C)c(Cn2c3ccccc3c3cnn(CC(=O)NCc4ccccn4)c(=O)c32)c(C)c1	8%	1.9%	8%	2%	-1%
CN1C(=O)CSC1=S	-6%	1.7%	-7%	66%	2%
O=C(c1cc(COc2ccc(F)cc2Cl)on1)N1CCCC(OCc2cccnc2)C1 (stereo not given)	6%	i	17%	11%	-12%
O=C(Nc1ccncc1)C1CCN(S(=O)(=O)c2cccc(C(F)(F)F)c2)CC1	-7%	3.6%	31%	-10%	x
O=C(CCN1C(=O)/C(=C/c2ccccc2F)SC1=S)Nc1ccccn1	7%	1.1%	-5%	20%	-6%
COCCCn1cnc2c(c1=O)c1nc3ccccc3nc1n2CCc1ccccc1	10%	8.2%	x	x	-5%
O=C(Nc1ccccc1)N(CCc1nc2ccccc2[nH]1)C1CCCC1	0%	0.2%	20%	-1%	1%
CN(C(=O)COC(=O)C12CC3CC(CC(Cl)(C3)C1)C2)C1(C#N)CCCCC1	-3%	i	13%	5%	x
NC(=O)c1cc2ccccc2o/c1=N/NC(=O)c1cccc(Cl)c1	-19%	2.7%	0%	3%	-9%
COc1cc(C)nc(N2CCCC(C(=O)Nc3cccc(Cl)c3Cl)C2)n1 (stereo not given)	4%	0.1%	-10%	1%	-1%
Cc1ccc(NC(=O)CSc2nnc(Cc3csc(C)n3)o2)c(C)c1	8%	0.3%	22%	-2%	-1%
COc1ccccc1CNC(=O)C(NC(=O)c1ccc(C)cc1)C(C)C (stereo not given)	1%	i	0%	5%	5%

Entries above that contain a Cl atom:
SMILES	influenza NS1A	inhibitors of VEEV	M. tuberculosis	M. tuberculosis HTS	Salmonella PhoP GFP	others
COc1cc(/C=N/Nc2ccc(Cl)nn2)cc(OC)c1O	4%	1.6%	-1%	-2%	-6%
Cc1nnc2sc(SCC(=O)Nc3ccc(Cl)cc3)nn2c1=O	9.8µM*	3.4%	-3%	-4%	-19%
CCCCc1nc(Cl)c(C#N)c2c1CCC2	x	0.1%	-5%	2%	4%
O=C(c1cc(COc2ccc(F)cc2Cl)on1)N1CCCC(OCc2cccnc2)C1 (stereo not given)	6%	i	17%	11%	-12%
CN(C(=O)COC(=O)C12CC3CC(CC(Cl)(C3)C1)C2)C1(C#N)CCCCC1	-3%	i	13%	5%	x
NC(=O)c1cc2ccccc2o/c1=N/NC(=O)c1cccc(Cl)c1	-19%	2.7%	0%	3%	-9%
COc1cc(C)nc(N2CCCC(C(=O)Nc3cccc(Cl)c3Cl)C2)n1 (stereo not given)	4%	0.1%	-10%	1%	-1%

(next part)
SMILES	influenza NS1A	inhibitors of VEEV	M. tuberculosis	M. tuberculosis HTS	Salmonella PhoP GFP	others
CCN(c1ccc(NC(=O)COC(=O)CCc2cc(OC)c(OC)c(OC)c2)cc1)C(C)C	3%	0.0%	x	x	x
CCOC(=O)c1cc(C)sc1/N=C/C1C(=O)NC(=S)NC1=O	0%	0.7%	8%	6%	-12%
COc1ccc(CCn2c(=N)c(C(=O)NCC3CCCO3)cc3c(=O)n4cccc(C)c4nc32)cc1OC (stereo not given)	-4%	10%	15%	7%	7%
CCn1cnc2sc(C(=O)O)c(C)c2c1=O	3%	1.1%	-13%	-7%	11%
CC(=O)Nc1ccc(NC(=O)C(C)Sc2n[nH]c(-c3ccc(C)cc3)n2)cc1 (stereo not given)	0%	2.3%	-12%	0%	10%
Cc1cc(C(=O)COc2ccc(C#N)cc2)c(C)n1CC1CCCO1 (stereo not given)	x	x	40%	-4%	x
On1nnc2ccc(C(F)(F)F)cc21	-10%	1.3%	5%	4%	5%
O=C(c1cccc(OC2CCN(Cc3cccc(OCCO)c3)CC2)c1)N1CCCC1	8%	1.3%	0%	-3%	1%
CCN(CC)S(=O)(=O)c1ccc(Cl)c(C(=O)Nc2nnc(C)s2)c1	-6%	i	2%	4%	-5%
Cc1cc(C)cc(C(=O)Nc2ccc(N3CCN(S(C)(=O)=O)CC3)cc2)c1	10%	7.5%	-9%	7%	-7%
O=C(CN1CCN(c2ccc(F)cc2)CC1)OCc1ccccc1	-1%	i	66%	4%	-4%
COc1ccc2c(c1)cc(C(=O)O)n2C	1%	i	0%	-1%	2%
Cc1cccc(NC(=O)C2CCCN2C(=O)OCC(C)C)c1C (stereo not given)	-9%	i	-3%	-13%	-6%
Cc1ccc(OCCCN2CCOCC2)cc1	-22%	i	14%	-3%	9%
O=P(NS(=O)(=O)c1ccc(Br)cc1)(Oc1ccccc1)Oc1ccccc1	5%	i	-14%	-14%	-4%
CC12CCC(C(=O)N(NC(=O)c3ccccc3O)C1=O)C2(C)C (stereo not given)	-9%	i	-8%	7%	-8%
Cn1cccc1-c1cc(C(=O)O)[nH]n1	-1%	5.7%	0%	-5%	-13%
O=C(NCc1ccccn1)c1cccc(S(=O)(=O)Nc2ccccc2Cl)c1	-13%	1.6%	-8%	-7%	x
COc1ccc(-c2noc(N3CCC(C(=O)Nc4ccc(OC)c(OC)c4)CC3)n2)cc1	-17%	i	8%	-4%	1%
Cc1cc(-c2nc3ncccc3o2)ccc1N	-10%	5.3%	x	-1%	-16%
CCN(CC(=O)Nc1ccc(NC(C)=O)cc1)C(=O)c1cc(CN2C(=O)c3ccccc3C2=O)ccc1OC	-6%	0.8%	-15%	-7%	3%
Nc1nc(Oc2ccc(F)cc2)c(Br)c(=O)[nH]1	-16%	i	-11%	-2%	-4%
Cc1ccccc1NC(=O)c1cnn(-c2ccccc2)c1C	-2%	2.5%	37%	7%	-4%
COc1cc(OC)cc(C(=O)NC(C(=O)NCc2ccccn2)C(C)C)c1 (stereo not given)	-5%	1.8%	14%	5%	x
CN(CC(=O)Nc1ccc(F)c(Cl)c1)S(=O)(=O)c1ccc2c(c1)n(C)c(=O)c(=O)n2C	0%	1.9%	-15%	1%	6%
Carrying on:
SMILES	influenza NS1A	inhibitors of VEEV	M. tuberculosis	M. tuberculosis HTS	Salmonella PhoP GFP	others
Cc1ccc(OCc2cc(C(=O)NCc3cnn(-c4cccc(F)c4)c3)no2)cn1	-1%	5.6%	40%	4%	-7%
CC(C)C1N(C(N)=S)N=CC1(C)C (stereo not given)	-2%	0.2%	-5%	-7%	2%
Cc1cccc(-n2ncc3c(Nc4ccc(F)cc4)ncnc32)c1	4%	1.3%	x	-4%	-15%
COc1ccc(C23NCCN2C(=O)c2ccccc23)cc1 (stereo not given)	-25%	0.9%	7%	-2%	0%
c1ccc(Oc2cccc(NC3=NCCC3)c2)cc1	10%	3.5%	36%	0%	-2%
COc1ccc([C@H]2CC(=O)C=C(c3ccccc3Oc3ccccc3)C2)cc1	-5%	0.8%	-4%	10%	x	inhibitors of VEEV 10K pilot screen=2.9
COc1ccc(C2CC(=O)Oc3cc(C)c(Cl)c(C)c32)cc1 (stereo not given)	-4%	1.6%	x	x	x
CCc1ccc(N2C(=O)C3C(C2=O)N2CCCN2C3c2ccccc2)cc1 (stereo not given)	-5%	0.8%	-2%	9%	-24%
Cc1ccc(C(=O)OCC(=O)Nc2ccc(N(C)C)cc2)cc1NC(=O)c1ccco1	-5%	1.0%	-5%	-1%	-1%
C=CCn1c(SCc2ccccc2)nc2c1c(=O)[nH]c(=O)n2C	-8%	1.8%	36%	0%	-7%
CCOC(=O)/C(=N\Nc1cc(Cl)ccc1Cl)N1CC(C)OC(C)C1 (stereo not given)	5%	0.3%	-1%	-2%	-2%
COc1ccc2[nH]c(=O)c(CN(C(=O)C3CCCO3)c3ccc(C)cc3)cc2c1 (stereo not given)	-8%	3.3%	13%	-2%	0%
CCn1c(=O)c2cc(C(=O)NCC(OC)OC)sc2c2ccccc21	3%	7.3%	12%	-4%	0%
Cc1ccc(NC(=O)C2CCN(S(=O)(=O)c3c(C)noc3/C=C/N(C)C)CC2)cc1	6%	1.9%	5%	-6%	-1%
C=CCN(C(=O)c1csnn1)C(C(=O)NC1CCCCC1)c1ccccc1 (stereo not given)	10%	i	10%	-3%	-4%
ON1C(c2ccc(Cl)cc2Cl)N(O)[C@H]2CCCC[C@H]21 (stereo not given in full)	11%	0.7%	3%	-5%	2%
CC(C)NC(=O)C(c1ccc(F)cc1)N(Cc1ccco1)C(=O)CCC(=O)Nc1ccccn1 (stereo not given)	-9%	i	-7%	-1%	5%
O=C(NC(=S)NCC1CCCO1)c1ccccc1Br (stereo not given)	-6%	0.1%	-15%	7%	-1%
CC(C)(C)NS(=O)(=O)c1cc2c3c(c1)CCN3C(=O)CC2	0%	0.7%	5%	10%	-21%
Cc1sc2c(c1C)CN(Cc1ccncc1)CN2C(=O)c1ccco1	-1%	7.8%	18%	3%	-7%
COc1ccc(/C=N/N(C)C2=NS(=O)(=O)c3ccccc32)cc1OC	0%	0.4%	-9%	14%	-11%
O=C(CCNS(=O)(=O)c1ccccc1C(F)(F)F)Nc1ccncc1	-9%	5.2%	11%	-6%	x
CN1C(C)(C)CC(=NOC(=O)c2ccccc2)CC1(C)C	-10%	1.6%	-6%	1%	-11%
O=C(c1ccco1)c1nc2c(n1O)CCCCC2	-33%	0.4%	2%	0%	6%
CC(=O)Oc1c(C(=O)c2nnc(C)o2)c(=O)n(Cc2ccccc2)c2ccccc12	-6%	0.9%	11%	2%	-2%
Following part:
SMILES	influenza NS1A	inhibitors of VEEV	M. tuberculosis	M. tuberculosis HTS	Salmonella PhoP GFP	others
O=C(COC(=O)/C=C/c1cc(Br)ccc1F)NC1CC1	-3%	1.2%	23%	0%	x
COc1cccc(CSc2nc(N)cc(N)n2)c1	2%	0.2%	-7%	1%	-6%
CN(C)/C=C(\C#N)C(=O)N/N=C/c1ccc(Cl)cc1	1%	i	-3%	3%	-6%
CCCS(=O)(=O)N1CCCC(C(=O)NCC(OC)OC)C1 (stereo not given)	-6%	1.0%	8%	-6%	2%
Cc1ccc(-c2nc(CSCC(=O)NCCCN3CCOCC3)c(C)o2)cc1	1%	i	7%	-11%	-8%
COC(=O)C1CCN(C(=O)Cc2ccc(OC)c(OC)c2)CC1	1%	i	4%	1%	-6%
Cc1ccc(C)c(C(=O)COC(=O)CN2C(=O)C3C4CCC(C4)C3C2=O)c1 (stereo not given)	2%	0.1%	-12%	-4%	0%
O=C(CCN1CCN2CCCC2C1)N1c2ccccc2Sc2ccc(Cl)cc21 (stereo not given)	0%	i	57%	6%	-8%
O=C(Nc1ccc(F)cc1)c1ccc(COc2ccccc2)cc1	2%	i	39%	8%	2%
CCn1c(CSc2nc3ccccc3[nH]2)n[nH]c1=S	-1%	2.0%	0%	-3%	-3%
Nc1nonc1NN=C1CCCCC1	2%	i	1%	-5%	5%
CCOC(=O)C1=CN(Cc2cccc(F)c2)S(=O)(=O)N(CC)C1c1ccc(Br)cc1F (stereo not given)	-1%	0.5%	x	x	x
c1ccc(-c2nnc3sc(CN4CCC5(CC4)OCCO5)cn23)cc1	-1%	i	-4%	-2%	-8%
